Screening results as filed in PubChem BioAssay.
AGP1-GFP MLPCN = modulators of TOR pathway AGP1-GFP in S. cerevisiae | S. cerevisiae AGP1-GFP multiplex flow cytometry, 3 h; GFP as percent of DMSO wells | AID 2066 | GFP response vs DMSO, % at 10 µM | 0.02% of 320,000 active;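 active = GFP response relative to DMSO above a set limit, near screen average plus 3 SD, cut at about 150% in these data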;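 note: median GFP channel fluorescence of the gated AGP1 strain per well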
procasp7 counter = counter-screen: procaspase-7 (human) activation; recombinant procaspase-7, Ac-DEVD-pNA absorbance 405 nm; D23A/D198A/D206A triple mutant, cannot self-cleave; scale: DMSO 0, 5 µM enzyme 100; activation, % at 8.5 µM; P55210; AID 463210; 0.093% of 330,000 active;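 active = percent activation above the screen-wide mean plus 3 SD, cut at about 25% in these data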
Target sequence (P55210 whole entry D23A/D198A/D206A): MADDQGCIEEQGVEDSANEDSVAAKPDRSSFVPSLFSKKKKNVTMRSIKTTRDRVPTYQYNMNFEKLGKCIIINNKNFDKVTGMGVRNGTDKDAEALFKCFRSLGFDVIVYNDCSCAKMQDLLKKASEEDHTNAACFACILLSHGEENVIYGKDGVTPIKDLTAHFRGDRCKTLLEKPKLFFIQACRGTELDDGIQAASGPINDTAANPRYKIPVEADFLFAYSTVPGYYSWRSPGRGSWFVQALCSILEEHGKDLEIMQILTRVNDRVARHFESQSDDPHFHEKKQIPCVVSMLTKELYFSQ
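System: Procaspase-7 triple mutant (PC-7 D3A); measure: % activation from two-timepoint absorbance difference, scaled to controls; times: 1 h compound preincubation, 2 h substrate cleavage, 25 °C; also added: Ac-DEVD-pNA substrate, 400 µM as added; measured by: Epi-absorbance of released pNA at 405 nm, two timepoints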
RPL19A-GFP yeast = yeast TOR pathway RPL19A-GFP modulation; S. cerevisiae RPL19A-GFP strain, flow cytometry, 3 h; stronger effect = lower value; percent response vs DMSO, % at 10 µM; 0.3% of 330,000 active; AID 2025;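 active = percent response vs DMSO below 50%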;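 note: median channel GFP fluorescence of the barcoded RPL19A-GFP strain; ratio of sample median GFP to plate DMSO average so 100% = DMSO; lower means less RPL19A-GFP as with rapamycin TOR inhibition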
CIT2-GFP yeast = alters CIT2-GFP fluorescence in TOR pathway yeast screen | AID 2029 | GFP response vs DMSO, % at 10 µM | 0.065% of 320,000 active | S. cerevisiae CIT2-GFP strain, flow cytometry, 3 h; 100 means same as DMSO wells;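 active = GFP response relative to DMSO above a set limit, near the screen mean plus 3 SD, cut at about 150% in these data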;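 note: ratio of well median GFP fluorescence to mean of DMSO wells on the plate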
AHR act = activators of human aryl hydrocarbon receptor; P35869; AHR-responsive luciferase reporter cells, luminescence; activation, % at 5 µM; 2.5% of 320,000 active; AID 2796; in the data active = activation above about 47%;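 note: 0% = vehicle wells and 100% = reference agonist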
MEP2-GFP yeast = alters MEP2-GFP fluorescence in TOR pathway yeast screen; S. cerevisiae MEP2-GFP strain, flow cytometry GFP, 3 h; 100% = DMSO control level; GFP response vs DMSO, % at 10 µM; 0.51% of 330,000 active;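 active = GFP response versus DMSO above a set limit, roughly screen mean plus 3 SD, cut at about 180% in these data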;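 note: median GFP fluorescence of the barcode-gated MEP2-GFP cells per well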
LAP4 TOR yeast = modulators of TOR pathway LAP4-GFP in S. cerevisiae; S. cerevisiae LAP4-GFP multiplex, flow cytometry GFP, 3 h; median GFP as percent of DMSO wells; 0.34% of 320,000 active; GFP response vs DMSO, % at 10 µM;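 active = GFP response vs DMSO above a set limit, about the screen mean plus 3 SD, cut at about 150% in these data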
procasp3 activ = procaspase-3 (human) activation | P42574 | 0.11% of 330,000 active | activation, % at 8.5 µM | AID 463141 | recombinant procaspase-3 D3A, Ac-DEVD-pNA absorbance 405 nm;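 active = activation above the mean of all tested compounds plus 3 SD, cut at about 21% in these data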;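 note: 0% = DMSO alone and 100% = DMSO wells spiked with extra 5 µM PC-3 D3A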
Target sequence (P42574 whole entry D9A/D28A/D175A): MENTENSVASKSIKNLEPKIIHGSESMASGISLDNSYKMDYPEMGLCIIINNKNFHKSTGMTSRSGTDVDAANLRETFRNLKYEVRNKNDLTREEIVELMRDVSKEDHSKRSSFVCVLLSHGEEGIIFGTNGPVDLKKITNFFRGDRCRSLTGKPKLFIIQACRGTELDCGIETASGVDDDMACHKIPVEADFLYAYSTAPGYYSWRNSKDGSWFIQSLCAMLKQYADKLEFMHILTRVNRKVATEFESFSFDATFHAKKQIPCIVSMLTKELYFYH
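material = Procaspase-3 D3A mutant | probe or stimulus = Ac-DEVD-pNA | compound = single dose, 8.5 µM nominal compound, 0.8% DMSO | timing = 1 h preincubation, 2 h reaction | measured by = 405 nm absorbance of p-nitroaniline, reads at 0 and 120 min | benchmarks = DMSO-only low control, 5 µM PC-3 D3A high control | repeats = singlicate, each compound tested once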
Numbers without * were called inactive; · = no result given.

nr	SMILES	AGP1-GFP MLPCN	procasp7 counter	RPL19A-GFP yeast	CIT2-GFP yeast
1	O=C(COC(=O)/C=C/c1ccc2c(c1)OCO2)Nc1ccccc1	94	4	97	96
2	Cc1cc(C)c(C(=O)Nc2ccc(S(=O)(=O)Nc3onc(C)c3C)cc2)c(C)c1	105	4	102	100
3	CCOC(=O)N1CCN(C(=O)c2cn(CC)c3ccc(S(=O)(=O)N4CCCC4)cc3c2=O)CC1	102	6	96	98
4	COc1ccc(O)c(/C=N/Nc2nc(Nc3ccccc3)nc(-n3nc(C)cc3C)n2)c1	84	7	87	88
5	CCNC(=O)CCn1nc(-c2ccc(C)cc2)c2ccccc2c1=O	100	0	104	100
6	COc1cc(CN2CCN(CC#Cc3ccccc3)CC2CCO)cc(OC)c1 (stereo not drawn)	99	·	102	101
7	CCOc1cc(/C=N/NC(=O)C(=O)NC)cc(Br)c1O	105	-5	106	95
8	Cc1cc(N(CN2CCCC2=O)C(=O)c2ccccc2)no1	104	10	101	103
9	COc1ccc(NC(=O)c2c(Cl)nc3ccccn23)cc1	90	-6	97	90
10	CC1CC(C)CN(C(=O)c2cn(C)c3ccc(S(=O)(=O)N(C)C)cc3c2=O)C1 (stereo not drawn)	103	2	98	97

nr	AHR act	MEP2-GFP yeast	LAP4 TOR yeast	procasp3 activ
1	3	97	91	2
2	-2	99	95	2
3	-2	97	84	4
4	8	92	100	-3
5	0	105	94	8
6	·	103	102	·
7	10	111	113	-4
8	0	103	99	2
9	86*	88	97	-2
10	2	109	100	-2

More compounds.
nr	SMILES	AGP1-GFP MLPCN	procasp7 counter	RPL19A-GFP yeast	CIT2-GFP yeast
11	O=C(NN1C(=O)c2ccccc2NC1c1ccccc1OCc1ccccc1)c1ccncc1 (stereo not drawn)	101	3	96	90
12	Cc1ccc(S(=O)(=O)NCC(=O)N(CC2CCCO2)C(C(=O)NCC2CCCO2)C(C)C)cc1 (stereo not drawn)	107	10	103	106
13	O=C(COc1ccccc1[N+](=O)[O-])N(Cc1ccco1)C1CCS(=O)(=O)C1 (stereo not drawn)	99	-21	102	107
14	O=C(COC(=O)CCC(=O)c1ccc(F)cc1)Nc1cccc(S(=O)(=O)N2CCOCC2)c1	107	1	98	109
15	O=C(NCCc1ccccc1)/C(=C\c1ccc([N+](=O)[O-])cc1)NC(=O)c1ccc(Br)cc1	101	3	101	88
16	CCN(Cc1ccccc1)S(=O)(=O)c1cc(C(=O)O)ccc1OC	99	10	98	99
17	CN(C)NC(=S)Nc1cccc(Cl)c1	·	-7	104	·
18	CC(=O)c1ccc(Nc2nc3ccccc3nc2NS(=O)(=O)c2cccs2)cc1	95	2	101	100
19	Cc1cc(C)c(C(N)=O)c(SCC(=O)c2cc(C)n(-c3cc(C)on3)c2C)n1	95	-8	93	92
20	CC[n+]1c(/C=C/N(C)c2ccccc2)n(-c2ccccc2)c2ccc(-c3nc4ccccc4s3)cc21	25	-33	89	81

nr	AHR act	MEP2-GFP yeast	LAP4 TOR yeast	procasp3 activ
11	13	102	107	-4
12	0	106	96	-8
13	8	105	104	2
14	0	104	106	-7
15	-1	97	90	-3
16	1	98	95	6
17	3	98	·	1
18	0	101	91	-2
19	-5	89	89	-12
20	-4	164	115	-79

Next section.
nr	SMILES	AGP1-GFP MLPCN	procasp7 counter	RPL19A-GFP yeast	CIT2-GFP yeast
21	CC(C)C(=O)Nc1cccc(-c2csc(-c3ccccc3)n2)c1	92	1	96	83
22	Cc1cc(C)cc(NC(=O)CSc2nnc(-c3ccc(S(=O)(=O)N4CCCC4)cc3)o2)c1	97	7	95	100
23	COC(=O)c1ccc(NC(=O)c2sc3nc(-c4ccccc4)cn3c2C)cc1	100	0	98	100
24	CCSC1=C(C#N)C(c2cccc(OC)c2)CC(=O)N1 (stereo not drawn)	106	3	97	94
25	CCN(CC(=O)NCc1cccs1)C(=O)C1CC(=O)N(c2ccc(OC)cc2OC)C1 (stereo not drawn)	99	8	96	94
26	COc1cccc(C(=O)Nc2nnc(SCC(=O)Nc3ccc(NC(C)=O)cc3)s2)c1	96	2	94	89
27	Cc1ccc(/C=N/Nc2nc(Cl)c(Cl)cc2Cl)s1	101	4	103	94
28	CC1CCCC(NC(=O)COC(=O)c2cccs2)C1C (stereo not drawn)	96	4	103	90
29	O=C(CNc1cccc2ccccc12)c1ccc([N+](=O)[O-])cc1	106	-7	113	108
30	Cc1ccnc(N2C3CCC2CC(O)(c2ccccc2)C3)n1 (stereo not drawn)	97	-1	96	95

nr	AHR act	MEP2-GFP yeast	LAP4 TOR yeast	procasp3 activ
21	68*	98	104	2
22	3	98	98	-1
23	0	98	98	-1
24	3	104	101	3
25	2	97	103	5
26	9	92	88	3
27	54*	101	106	-5
28	0	100	101	-2
29	47	109	113	-4
30	1	94	107	-1

Additional entries.
nr	SMILES	AGP1-GFP MLPCN	procasp7 counter	RPL19A-GFP yeast	CIT2-GFP yeast
31	Cc1ccc(C(=O)Nc2nnc(C)s2)cc1	95	-1	99	96
32	COc1ccc(NC(=O)C2CCN(C(=O)c3cccs3)CC2)c(OC)c1	94	-14	97	95
33	CCOC(=O)C1(CCOc2ccccc2)CCN(Cc2ccc(NC(C)=O)cc2)CC1	108	5	108	117
34	COc1cc(C2/C(=C(\O)c3ccc4c(c3)CC(C)O4)C(=O)C(=O)N2CCCn2ccnc2)ccc1O (stereo not drawn)	109	-46	104	103
35	COc1ccc(NC(=O)CNC(c2ccccc2)c2ccccc2)cc1Cl	88	3	93	91
36	Cc1cc(C)cc(Oc2coc3cc(OC(=O)c4cccnc4)ccc3c2=O)c1	103	0	105	100
37	COc1ccc(-c2csc(NC(=S)NC(=O)c3ccc(S(=O)(=O)N(C)C)cc3)n2)cc1OC	100	-2	102	103
38	CCCCN(CC)CCNC(=O)c1cc2c(=O)n(CC)c3ccccc3c2s1	102	10	102	110
39	Cc1cccc(-n2c(=O)c3ccccc3n3c(=S)[nH]nc23)c1C	92	-1	101	90
40	N#Cc1c(SCC(=O)Nc2ccccc2)nsc1SCC(=O)Nc1ccccc1	98	-9	102	103

nr	AHR act	MEP2-GFP yeast	LAP4 TOR yeast	procasp3 activ
31	1	101	104	-15
32	33	100	99	4
33	3	116	106	0
34	8	100	98	-7
35	3	94	86	-3
36	0	97	98	-2
37	30	105	99	-3
38	13	111	99	12
39	-2	112	103	4
40	7	105	107	-4

New compounds follow
nr	SMILES	AGP1-GFP MLPCN	procasp7 counter	RPL19A-GFP yeast	CIT2-GFP yeast
41	CCC(CC)c1nnc(NC(=O)CS(=O)(=O)c2ccc(C)cc2)s1	100	-3	106	113
42	CCCC(=O)OCC(=O)Nc1cc(C(C)(C)C)nn1-c1ccccc1	94	2	99	95
43	O=C(NCc1ccc2c(c1)OCO2)C(c1ccco1)N(C(=O)c1csnn1)c1ccccc1 (stereo not drawn)	91	-2	95	106
44	COc1ccc(Nc2nc(C)cc(C)c2C(N)=O)cc1	104	6	97	103
45	Cc1sc2ncn(CC(=O)NCC(=O)N3CCN(c4ccc(F)cc4)CC3)c(=O)c2c1C	90	4	101	107
46	Cc1ccc(-c2nc(N)n(C(=O)c3cccs3)n2)cc1	95	-4	96	95
47	CCOc1cc(/C=N/NC(=O)c2ccc(NC(=O)C3CC3)cc2)ccc1O	102	7	89	100
48	CC(C)CC(=O)N1CCN(S(=O)(=O)c2ccccc2)CC1	102	2	101	96
49	CCCC(CCC(=O)Nc1ccc(C(=O)OC)cc1)C(=O)O (stereo not drawn)	111	6	104	116
50	COc1ccc(N2CCN(C(=O)CN3C(=O)COc4ccccc43)CC2)cc1	100	2	94	98

nr	AHR act	MEP2-GFP yeast	LAP4 TOR yeast	procasp3 activ
41	-1	103	97	-1
42	3	107	95	-6
43	-1	113	101	-1
44	9	99	95	5
45	1	103	96	-5
46	15	93	103	-6
47	4	100	96	-4
48	1	95	103	-7
49	7	110	99	0
50	0	95	92	0

Entries shown so far that have bromine, in the order listed:
nr	SMILES	AGP1-GFP MLPCN	procasp7 counter	RPL19A-GFP yeast	CIT2-GFP yeast
7	CCOc1cc(/C=N/NC(=O)C(=O)NC)cc(Br)c1O	105	-5	106	95
15	O=C(NCCc1ccccc1)/C(=C\c1ccc([N+](=O)[O-])cc1)NC(=O)c1ccc(Br)cc1	101	3	101	88

nr	AHR act	MEP2-GFP yeast	LAP4 TOR yeast	procasp3 activ
7	10	111	113	-4
15	-1	97	90	-3

Returning to the listing with the three entries that preceded the break.
nr	SMILES	AGP1-GFP MLPCN	procasp7 counter	RPL19A-GFP yeast	CIT2-GFP yeast
48	CC(C)CC(=O)N1CCN(S(=O)(=O)c2ccccc2)CC1	102	2	101	96
49	CCCC(CCC(=O)Nc1ccc(C(=O)OC)cc1)C(=O)O (stereo not drawn)	111	6	104	116
50	COc1ccc(N2CCN(C(=O)CN3C(=O)COc4ccccc43)CC2)cc1	100	2	94	98
51	CC(=O)NC(=S)Nc1cccc(S(=O)(=O)NC2=NCCC2)c1	110	-3	114	100
52	COCC(C)NCc1cccc([N+](=O)[O-])c1 (stereo not drawn)	100	-1	96	100
53	CN(C(=O)COC(=O)CNC(=O)c1sc2ccccc2c1Cl)c1ccccc1	105	7	106	104
54	O=C(NCc1ccccc1Cl)c1cc(=O)[nH]c2ccccc12	94	-19	95	88
55	Clc1ccc2ccc3cccnc3c2n1	99	·	104	100
56	CC(C)n1cc(/C=C2/NC(=O)NC2=O)c2ccccc21	96	-2	92	97
57	CCN(CC(=O)Nc1ccccc1OC)CC(=O)Nc1ccccc1C(F)(F)F	104	2	99	96

nr	AHR act	MEP2-GFP yeast	LAP4 TOR yeast	procasp3 activ
48	1	95	103	-7
49	7	110	99	0
50	0	95	92	0
51	-4	113	94	6
52	1	101	91	-7
53	0	101	92	-1
54	0	104	86	5
55	·	98	88	·
56	74*	97	96	2
57	3	95	102	-1
